Shiga toxin inh = blocks Shiga toxin action in Vero cells; Vero cells, Shiga toxin protein synthesis inhibition reporter; inhibition, % at 38.7 µM; 290,000 compounds, 9.2% hits; in the data active = inhibition mostly above about 28%, no sharp cut-off; inactive = mostly below about 43%; note: 0% is about no effect
LmPK inhibitor = inhibitors of Leishmania mexicana pyruvate kinase; AID 1721; purified LmPK, Kinase-Glo ATP luminescence, 1 h; 290,000 compounds, 0.37% hits; Q27686; Potency, µM (top dose mostly 57.5 µM), inactives show at the top dose activity change, negative = inhibition, usual class: inhibitors; note: potency is the fitted concentration of half-maximal effect; % is set by controls: 0 for no effect and ±100 for the full control effect
Target sequence (Q27686 whole entry, looked up): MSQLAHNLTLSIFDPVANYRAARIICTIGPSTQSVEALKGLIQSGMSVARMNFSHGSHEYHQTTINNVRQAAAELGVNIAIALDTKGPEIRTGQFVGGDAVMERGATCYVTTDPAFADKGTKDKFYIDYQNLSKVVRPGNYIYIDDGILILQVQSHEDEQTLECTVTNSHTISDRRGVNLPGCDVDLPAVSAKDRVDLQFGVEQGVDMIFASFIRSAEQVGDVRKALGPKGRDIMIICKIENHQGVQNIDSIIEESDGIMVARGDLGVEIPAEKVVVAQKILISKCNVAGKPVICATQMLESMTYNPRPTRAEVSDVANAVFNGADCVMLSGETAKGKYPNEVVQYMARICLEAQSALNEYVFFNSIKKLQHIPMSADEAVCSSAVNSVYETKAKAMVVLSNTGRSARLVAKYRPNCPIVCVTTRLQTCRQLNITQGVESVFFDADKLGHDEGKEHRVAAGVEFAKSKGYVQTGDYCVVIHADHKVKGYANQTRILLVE
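0.1 nM LmPK, 0.5 mM PEP, 0.1 mM ADP; 50 mM imidazole pH 7.2, 7 mM MgCl2, 50 mM KCl; 1 h RT. Kinase-Glo luminescence readout, normalized to no-enzyme (full inhibition) and uninhibited wells.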
Tb PYK inh = blocks Trypanosoma brucei pyruvate kinase. Q57TT1. TbPYK enzyme, Kinase-Glo Plus ATP luminescence, 45 min. Potency, µM (titrated, usually from 76.8 µM), for the others: at the highest dose activity, negative = inhibition, actives largely listed as inhibitors. 410,000 compounds, 0.12% hits. AID 624173; note: potency is the fitted concentration of half-maximal effect; % is set by controls: 0 for no effect and ±100 for the full control effect; nearly all actives have a fitted effect of over 50% in size
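ADP (130 uM final) triggers the TbPYK reaction after compound addition; incubation is 45 min at room temperature. Kinase-Glo Plus is then added and luminescence imaged. Normalized data are fitted to concentration-effect curves.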
Pf growth 96h = inhibits malaria parasite growth, 96 h; 320,000 compounds, 6.9% hits; Potency, µM (highest dose often 28.7 µM), without a hit: at the top dose activity change, negative = inhibition, actives largely listed as inhibitors; P. falciparum luciferase reporter growth, 96 h; note: potency is the fitted concentration of half-maximal effect; % is set by controls: 0 for no effect and ±100 for the full control effect
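Delayed-death screen, second-generation endpoint: infected erythrocytes, 2% hematocrit, 0.05% parasitemia final; 96 hours at 37 C, 5% CO2; luciferase detection reagent; luminescence decrease equals reduced growth.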
AmpC no deterg = AmpC beta-lactamase inhibition without detergent | Potency, µM (doses to about 57.1 µM), for inactives: at the top dose activity change, negative = inhibition, usual class: inhibitors | 330,000 compounds, 0.52% hits | AID 485341 | AmpC nitrocefin hydrolysis, absorbance 480 nm, 0.0001% Triton;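 note: potency is the fitted concentration of half-maximal effect; plate controls were no compound for no effect and no enzyme for full effect; nearly all actives have a fitted effect of over 20% in size; some results filed as inactive show a strong effect at the top dose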
Target sequence (P00811 whole entry, looked up): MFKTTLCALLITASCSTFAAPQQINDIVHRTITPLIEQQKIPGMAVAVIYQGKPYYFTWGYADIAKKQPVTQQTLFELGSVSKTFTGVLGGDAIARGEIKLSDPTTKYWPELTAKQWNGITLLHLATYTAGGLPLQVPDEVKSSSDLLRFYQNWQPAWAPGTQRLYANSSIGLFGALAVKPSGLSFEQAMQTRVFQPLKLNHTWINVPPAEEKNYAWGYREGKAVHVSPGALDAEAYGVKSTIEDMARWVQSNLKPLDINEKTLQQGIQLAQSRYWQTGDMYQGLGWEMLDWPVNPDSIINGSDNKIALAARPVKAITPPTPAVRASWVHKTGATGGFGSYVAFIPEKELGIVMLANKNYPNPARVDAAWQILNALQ
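20 mM phosphate pH 7.0 + 0.01% (detergent screen) or 0.0001% Triton X-100; 5.3 nM AmpC reagent; cpd preinc 15 min RT; nitrocefin (800 uM stock) to start; A480 q20 s × 4 min; Activity was normalised to no-enzyme and no-compound control wells.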
Pf growth 48h = inhibits P. falciparum growth in the first generation, 48 h; AID 504832; 310,000 compounds, 5.9% hits; P. falciparum luciferase growth in erythrocytes, 48 h; Potency, µM (titrated, usually from 28.7 µM), for the others: at the highest dose activity change, negative = inhibition, usual class: inhibitors; note: potency is the fitted concentration of half-maximal effect; % is set by controls: 0 for no effect and ±100 for the full control effect
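Compounds are pin-transferred into medium, infected erythrocytes (2% hematocrit, 0.1% parasitemia final) are added, and plates sit one parasite generation at 37 C in 5% CO2. Detection reagent is then added and luminescence measured.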
CHX counter = counter-screen hit for Shiga toxin inhibitors, cycloheximide | max response, % | 300,000 compounds, 12% hits | cell reporter, cycloheximide protein synthesis inhibition counterscreen | AID 2314; in the data active = max response mostly above about 13%, no sharp cut-off; inactive = mostly below about 14%; note: read at 38.3 µM for the half of the compounds with a filed dose; 0% is about no effect
The depositor's hits bear a star; ? = inconclusive; nt = no result given; & = joins results of further samples; [ ] = another dose, or the depositor's remark. Unless noted, calls come from the whole dose curve; as a rule, active = well fitted curve in the direction sought with a large enough effect; inconclusive = small, poorly fitted or top-dose-only effect, or another doubt; inactive = no such curve, though single readings can be large; an effect the other way counts as inactive or inconclusive.

SMILES	Shiga toxin inh	LmPK inhibitor	Tb PYK inh	Pf growth 96h	AmpC no deterg	Pf growth 48h	CHX counter
Cc1cc(C)c(C#N)c(SC(C(=O)NC(C)(C)C)c2ccccc2)n1 (stereo not drawn)	-7	0%	-3%	?	1%	?	-3
Brc1cccc(CNCc2ccncc2)c1	-3	2%	0%	?	-9%	18%	-2
Cc1ccc(C2CCN(C(=S)NC(C)C)C2)cc1 (stereo not drawn)	64*	4%	-5%	11%	-5%	15%	9
O=[N+]([O-])c1cccnc1N1CCN(Cc2ccc3c(c2)OCO3)CC1	24	-14%	-1%	?	-9%	-3%	8
O=C1C(=O)N(CCCN2CCOCC2)C(c2ccc(Cl)cc2)/C1=C(/O)c1ccc(F)cc1 (stereo not drawn)	-4	-6%	3%	?	0%	4%	-2
Cc1ccc(NC(=O)C[n+]2ccn(C3=C([O-])c4ccccc4C3=O)c2)cc1	-5	2%	4%	-4%	-49%	33%[activator]	12
CC1(N2CCOCC2)C(=O)c2ccccc2C1=O	-13	-3%	3%	?	-16%	21%	-8
C/C(Cc1ccccc1)=N\NC(=O)c1ccccn1	89*	1%	0%	25%	-16%	93%[activator]	53*
COc1ccc(N2C(=O)Cc3c2nc(N)c(C#N)c3N)cc1	12	-3%	-3%	-2%	-6%	31%[activator]	-2
O=C(NCC1CCCO1)c1cccc(F)c1 (stereo not drawn)	-4	3%	-2%	?	-16%	?	-1
COCCN(Cc1nnc(-c2cccs2)o1)C(=O)c1cccc(S(=O)(=O)N2CCOCC2)c1	nt	nt	1%	?	14%	3%	nt
CC(C)CC(=O)Nc1ccc(-c2cn3ccsc3n2)cc1	33*	-26%	4%	13µM*	-28%	74%[activator]	19*
CCCCC(=O)Nc1ccc(C(=O)NNC(=S)NC(=O)c2cccs2)cc1	-8	2%	-7%	-11%	-35%	?	-1
COc1cc(/C=N/N2CCOCC2)ccc1OCc1ccccc1	36	6%	-16%	-2%	48%	0%	16*
CC(C)[C@H](NC(=O)c1ccccc1)C(=O)OCC(=O)NCCc1ccc(F)cc1	-3	0%	2%	66%[activator]	3%	5%	-2
Cc1c(C(=O)Nc2ccccc2)sc2nc[nH]c(=O)c12	-4	3%	-5%	?	-17%	52%[activator]	15*
O=C(CSc1nc2ccccc2n1CC(=O)N1CCOCC1)N1CCCC1	-4	0%	5%	?	-13%	11%	-4
CC(CN1CCCC1)OC(=O)COc1ccccc1 (stereo not drawn)	-18	1%	0%	nt	-9%	-6%	-3
CCOC(=O)C(NC(=O)NCc1ccc(OC)cc1)(OCC)C(F)(F)F (stereo not drawn)	-6	-1%	0%	9.3µM*	-1%	-7%	-2
O=Cc1c(Nc2ccccc2Cl)nc2ccccn2c1=O	nt	29%	4%	?	-13%	42%[activator]	-2
Cc1ccc(S(=O)(=O)N2CCN(S(=O)(=O)c3ccccc3)C2)cc1	-13	10%	-11%	-10%	-15%	nt	-1
COc1ccc(/C(O)=C2/C(=O)C(=O)N(CCCN(C)C)C2c2ccccc2)cc1Cl (stereo not drawn)	-12	1%	nt	17%	-18%	0%	-5
C=CCn1c(SCC(=O)N2CC(=O)Nc3ccccc32)nc2scc(-c3ccccc3)c2c1=O	-19	5%	-22%	4.7µM*	-21%	8.3µM*	2
Cc1cccc(NC(=S)NC2CCCC2)c1	19	-4%	-1%	6%	-7%	18%	9

Shown with two lines to a compound: 6 of the compounds above
Each structure is followed by: Shiga toxin inh, LmPK inhibitor, Tb PYK inh, Pf growth 96h, AmpC no deterg, Pf growth 48h, CHX counter
CCOC(=O)C(NC(=O)NCc1ccc(OC)cc1)(OCC)C(F)(F)F (stereo not drawn)
 : -6, -1%, 0%, 9.3µM*, -1%, -7%, -2
COc1ccc(/C(O)=C2/C(=O)C(=O)N(CCCN(C)C)C2c2ccccc2)cc1Cl (stereo not drawn)
 : -12, 1%, nt, 17%, -18%, 0%, -5
C=CCn1c(SCC(=O)N2CC(=O)Nc3ccccc32)nc2scc(-c3ccccc3)c2c1=O
 : -19, 5%, -22%, 4.7µM*, -21%, 8.3µM*, 2
Cc1cccc(NC(=S)NC2CCCC2)c1
 : 19, -4%, -1%, 6%, -7%, 18%, 9
O=Cc1c(Nc2ccccc2Cl)nc2ccccn2c1=O
 : nt, 29%, 4%, ?, -13%, 42%[activator], -2
CC(CN1CCCC1)OC(=O)COc1ccccc1 (stereo not drawn)
 : -18, 1%, 0%, nt, -9%, -6%, -3

(more compounds)
SMILES	Shiga toxin inh	LmPK inhibitor	Tb PYK inh	Pf growth 96h	AmpC no deterg	Pf growth 48h	CHX counter
CC(C)OC(=O)/C(C#N)=C/c1ccc(-c2ccc(SC(F)F)cc2)o1	-3	-3%	-5%	43%[activator]	-16%	3%	7
CCC(C)NC(=O)C(NS(=O)(=O)c1cccc2nsnc12)c1ccccc1 (stereo not drawn)	-35	1%	-3%	?	76%	8%	-2
CCCC(=O)Nc1ccc(C(=O)NNC(=S)NC(=O)c2cccs2)cc1	-7	1%	-5%	8%	?	33%[activator]	-2
Brc1c(CSc2nncn2-c2ccccc2)nc2sccn12	2	1%	3%	73%[activator]	-4%	?	-1
CCn1nc(C)c(NC(=O)/C=C/c2ccc(OC)c(COc3ccc(Br)cc3)c2)c1C	9	-12%	7%	?	8%	8.3µM*	3
CCN(CC(=O)Nc1ccccc1OC)C(=O)c1ccccc1Sc1ccccc1C#N	nt	nt	4%	?	35%	?	nt
Cc1c(C(=O)Nc2ccncc2)oc2ccccc12	52	-2%	0%	nt	-2%	-11%	35*
CN(CC(=O)Nc1ccccc1C(F)(F)F)C(=O)c1cc([N+](=O)[O-])ccc1N1CCOCC1	-7	-1%	4%	27%	27%	9%	-4
CCOc1ccccc1C1NC(=O)NC(C)=C1C(=O)OCc1ccco1 (stereo not drawn)	15	2%	0%	?	-12%	?	13
CCOC(=O)c1nnn(CC(=O)NC(=O)Nc2cccc(CC)c2)c1C(=O)OCC	-5	-1%[11.5 µM]	0%&0%	?	4%	23%	-3
C#CCOC(=O)c1cc(Cl)c(=O)n(Cc2ccc(Cl)cc2Cl)c1	-9	-3%	0%	-23%	-10%	?	1
CC1(C)CC(NC(=O)C2CCC(=O)N(Cc3ccccc3F)C2)CC(C)(C)C1 (stereo not drawn)	58*	1%	-10%	-22%	145%[activator]	?	26*
CN1C(=O)N(C)C(NC(=O)Nc2ccccc2)C1NC(=O)Nc1ccccc1 (stereo not drawn)	-10	3%	7%	2.3µM*	-30%	-4%	3
Cc1ccc(S(=O)(=O)CCC(=O)Nc2nc(-c3cccnc3)cs2)cc1	-4	2%	0%	24%	3%	-1%	3
CCc1ccc(N2CC(C(=O)Nc3ccc(S(=O)(=O)N4CCOCC4)cc3)CC2=O)cc1 (stereo not drawn)	nt	nt	0%	-8%	94%[activator]	?	nt
COc1ccc(Cn2nnnc2C(c2cccs2)N2CCSCC2)cc1 (stereo not drawn)	33	9%	1%	nt	-8%	?	-5
COc1ccc(-c2[nH]ncc2/C=C(\C#N)C(=O)NC2CC2)cc1	31	7%	-5%	?	-16%	nt	-1
Cc1ccc(CNc2cnccn2)s1	4	2%	2%	6%	-13%	31%[activator]	1
O=C(OCc1ccccc1F)c1cc([N+](=O)[O-])ccc1N1CCOCC1	nt	nt	10%	?	11%	-17%	nt
CSC1=N/C(=C\c2cccnc2)C(=O)N1c1ccccc1	24	1%	2%	?	-3%	16%	27*
C=CCn1c(=S)[nH]c2scc(-c3ccco3)c2c1=O	-2	7%	?	65%[activator]	?	17%	-2
Cc1ccc(C2CC2/C(=N/O)c2ccc(F)cc2)cc1 (stereo not drawn)	2	5%	-9%	20%	-12%	0%	9
Cc1ccc(OC(C)C(=O)N(C)c2ccccc2)c([N+](=O)[O-])n1 (stereo not drawn)	nt	nt	-1%	18%	-19%	6%	nt
COCCCn1c(=O)c2sccc2n2c(CCCC(=O)NCC3CCCO3)nnc12 (stereo not drawn)	9	-1%	6%	?	-4%	-6%	2

Of the compounds above, 4 contain a Cl atom:
SMILES	Shiga toxin inh	LmPK inhibitor	Tb PYK inh	Pf growth 96h	AmpC no deterg	Pf growth 48h	CHX counter
O=C1C(=O)N(CCCN2CCOCC2)C(c2ccc(Cl)cc2)/C1=C(/O)c1ccc(F)cc1 (stereo not drawn)	-4	-6%	3%	?	0%	4%	-2
O=Cc1c(Nc2ccccc2Cl)nc2ccccn2c1=O	nt	29%	4%	?	-13%	42%[activator]	-2
COc1ccc(/C(O)=C2/C(=O)C(=O)N(CCCN(C)C)C2c2ccccc2)cc1Cl (stereo not drawn)	-12	1%	nt	17%	-18%	0%	-5
C#CCOC(=O)c1cc(Cl)c(=O)n(Cc2ccc(Cl)cc2Cl)c1	-9	-3%	0%	-23%	-10%	?	1

Returning to the listing; the two compounds before the break are reprinted first.
SMILES	Shiga toxin inh	LmPK inhibitor	Tb PYK inh	Pf growth 96h	AmpC no deterg	Pf growth 48h	CHX counter
Cc1ccc(OC(C)C(=O)N(C)c2ccccc2)c([N+](=O)[O-])n1 (stereo not drawn)	nt	nt	-1%	18%	-19%	6%	nt
COCCCn1c(=O)c2sccc2n2c(CCCC(=O)NCC3CCCO3)nnc12 (stereo not drawn)	9	-1%	6%	?	-4%	-6%	2
COc1ccc(CN2CCN(C(=O)CC(C)C)CC2)c2ccccc12	-19	3%	10%	nt	124%[activator]	-25%	2
Cc1ccccc1C1c2[nH]c3ccccc3c2C[C@H]2C(=O)N(C3CC3)CC(=O)N12 (stereo partly drawn)	2	0%	-2%	3.7µM*	37%	12µM*	-4
CCOC(=O)c1[nH]c(C)c(/C=N/O)c1C	26	10%	-3%	?	-16%	nt	0
CC(NC(=O)OCc1ccccc1)C(=O)OCN1C(=O)c2ccccc2C1=O (stereo not drawn)	-11	3%	1%	12µM*	-6%	13%	-2
COc1ccc(S(=O)(=O)N2CCNCC2)cc1	-7	4%	3%	?	0%	29%	-1
O=C(O)CN1C(=O)SC(Nc2ccccc2C(=O)O)C1=O (stereo not drawn)	11	-6%	-7%	-14%	-8%	nt	7
O=C(COc1cccc(Br)c1)N/N=C1\CCCc2ccccc21	13	1%	4%	28%	-14%	40%[activator]	-4
N#Cc1c(SCC(N)=O)nc2c(c1-c1ccc(O)cc1)CCCC2	-10	5%	0%	nt	-32%	-4%	6
O=S(=O)(N/N=C\c1cn(-c2ccccc2)nc1-c1ccccc1)c1ccccc1	17	1%	-6%	98%[activator]	-49%	7%	13
O=C(Nc1nonc1NC(=O)c1cccs1)c1cccs1	20	1%	1%	-15%	-37%	6%	5
COc1cc(S(=O)(=O)Nc2ccccc2C)ccc1Cl	-24	-2%	6%	?	-37%	34%[activator]	-4
CC(C)(C)c1nnc2sc(SC/C(O)=C(\C#N)c3nc4ccccc4[nH]3)nn2c1=O	28	10%	3%	0%	-31%	nt	8
COc1ccc(CC(=O)c2ccc(OC)c(OC)c2C)cc1OC	56*	-4%	-1%	10µM*	-3%	?	23*
CCCCOc1ccc(C(O)(CC)CCN2CCOCC2)cc1 (stereo not drawn)	-4	6%	0%	68%[activator]	51%	-1%	-2

Screening results as filed in PubChem.
